Source: PubChem
Arr AP2 block: inhibitors of human beta-arrestin and AP2 interaction; FITC-arrestin peptide / GST-AP2 beads, flow cytometry; AP2 beta2 appendage carries R879A mutation; inhibition, % at 10 µM; actives 0.31% (n = 340,000);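 active = inhibition above a set limit, near 3 SD of compounds lacking own fluorescence, cut at about 54% in these data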;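 also: plate controls were DMSO wells for no effect and 5 µM unlabelled arrestin peptide for full effect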
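Material – GST-tagged AP2 beta2-adaptin appendage (R879A) on 4 µm glutathione beads · Probe or stimulus – fluorescein-tagged arrestin peptide at 50 nM final · Timing – 12 min plus 1 h, RT · Detection – bead flow cytometry, FITC channel · Read-out basis – inhibition as reduced fluorescein signal on beads, percent · Medium – PBS plus Tween 20 (0.05%) and BSA (0.1%)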
C-LANA FP: inhibitors of KSHV LANA C-terminal domain DNA binding; MBP-C-LANA/FAM-LBS DNA binding, fluorescence polarization; inhibition, % at 9 µM; actives 0.078% (n = 340,000); AID 504423;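 active = highest replicate inhibition at or above 60% at 9 µM, even if other replicates fall short; inactive = all replicates below 60% inhibition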;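 also: 0% = neutral control wells and 100% = 4 µM acridine orange control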
Cardiac RTF inh: cardiac RTF calcium desensitization | P19429+P45379 | IANBD-labeled cardiac RTF, Ca2+ fluorescence | inhibition, % at 7.15 µM | actives 0.12% (n = 340,000) | AID 493244;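 active = inhibition above the mean inhibition of all tested compounds plus 3 SD, cut at about 17% in these data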;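 also: assay run at fixed EC70 calcium of 1.6 mM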
SR-BI HDL uptake: blocks mouse SR-BI lipid uptake from DiI-HDL; ldlA[mSR-BI] CHO cells, DiI-HDL uptake fluorescence, 3 h; actives 0.96% (n = 320,000); Q61009; AID 488896; inhibition, % at 12.5 µM;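 active = mean replicate inhibition of at least 70% and a set share of replicates each scoring 70 or more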;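 also: 0% = median of neutral control wells and 100% = median of positive control wells; values of inactives mirror those of a sister screen read the other way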
Target sequence (Q61009 whole entry, looked up): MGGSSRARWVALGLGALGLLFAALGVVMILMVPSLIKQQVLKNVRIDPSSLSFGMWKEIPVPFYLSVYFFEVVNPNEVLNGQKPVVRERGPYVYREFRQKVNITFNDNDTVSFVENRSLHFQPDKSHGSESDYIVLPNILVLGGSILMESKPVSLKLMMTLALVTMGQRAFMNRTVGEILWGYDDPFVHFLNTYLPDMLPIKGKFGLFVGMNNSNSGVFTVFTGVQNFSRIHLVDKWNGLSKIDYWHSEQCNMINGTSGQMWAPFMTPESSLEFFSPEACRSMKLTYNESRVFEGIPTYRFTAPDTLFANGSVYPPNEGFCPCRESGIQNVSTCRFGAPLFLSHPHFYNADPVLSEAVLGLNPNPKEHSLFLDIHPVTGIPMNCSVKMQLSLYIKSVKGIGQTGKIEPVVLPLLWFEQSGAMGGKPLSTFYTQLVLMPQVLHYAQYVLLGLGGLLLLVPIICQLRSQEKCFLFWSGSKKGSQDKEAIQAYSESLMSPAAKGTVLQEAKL
Keap1 Nrf2 FP: disrupts human Keap1 binding to Nrf2 peptide | Keap1 Kelch-Nrf2 peptide fluorescence polarization, 1536-well | inhibition, % at 9.4 µM | actives 0.15% (n = 340,000) | AID 504523; in the data active = inhibition above about 12%;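 also: human Keap1 Kelch domain with fluorescein labeled Nrf2 9mer peptide probe; 0% = neutral control wells and 100% = peptide positive control; higher means more block of Keap1 binding to Nrf2 peptide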
DAGLB inhibitor: diacylglycerol lipase beta (human) inhibition; inhibition, % at 5.17 µM; HEK293T DAGLB membrane lysate, EnzChek fluorogenic substrate; Q8NCG7; actives 0.059% (n = 340,000); in the data active = inhibition above about 34%;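 also: 0% = enzyme with vehicle and 100% = wells lacking enzyme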
SR-BI uptake up: activators of SR-BI mediated HDL lipid uptake. activation, % at 12.5 µM. AID 504775. CHO ldlA[mSR-BI] cells, DiI-HDL uptake fluorescence, 3 h; 100 = double the neutral-control signal. actives 0.096% (n = 320,000);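 active = mean replicate activation of at least 60% and every replicate at or above 60%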;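 also: 0% = median plate neutral-control signal and 100% = twice that signal; values of inactives mirror those of a sister screen read the other way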
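Material: SR-BI-overexpressing, LDLR-lacking CHO cells; schedule: compound exposure 3 h, 37 °C; reagent: DiI-labelled HDL at 10 µg/mL final; technique: bottom-read fluorescence, 550/595 nm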
PvdQ acylase: P. aeruginosa PvdQ acylase inhibition; purified PvdQ acylase, fluorescence plate reader; AID 488965; actives 0.063% (n = 340,000); inhibition, % at 10 µM; in the data active = inhibition above about 30%, passing the limit was not always enough;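 also: 0% = vehicle neutral wells and 100% = reference inhibitor wells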
NSD2 HMT inh: NSD2 (human) methyltransferase inhibition | O96028 | NSD2 peptide methylation, AlphaScreen, 120 min | inhibition, % at 12.5 µM | actives 0.54% (n = 310,000) | AID 743445; in the data active = inhibition above about 50%
PKA-R2B act: activates the human PKA-R2B holoenzyme complex; AID 504700; P22694+P31323; activation, % at 11.4 µM; PKA-R2B holoenzyme dissociation, Cy5-IP20 fluorescence polarization; R2B truncated from residue 108, S112A mutant; 0% DMSO only, 100% 113 µM cGMP; actives 0.079% (n = 340,000);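 active = activation above a cutoff set at the mean over all compounds plus 3 SD, cut at about 18% in these data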;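 also: higher means more holoenzyme dissociation and a rise in polarization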
Target sequence (P31323 whole entry, looked up, other chains not shown, the tested form may be a part): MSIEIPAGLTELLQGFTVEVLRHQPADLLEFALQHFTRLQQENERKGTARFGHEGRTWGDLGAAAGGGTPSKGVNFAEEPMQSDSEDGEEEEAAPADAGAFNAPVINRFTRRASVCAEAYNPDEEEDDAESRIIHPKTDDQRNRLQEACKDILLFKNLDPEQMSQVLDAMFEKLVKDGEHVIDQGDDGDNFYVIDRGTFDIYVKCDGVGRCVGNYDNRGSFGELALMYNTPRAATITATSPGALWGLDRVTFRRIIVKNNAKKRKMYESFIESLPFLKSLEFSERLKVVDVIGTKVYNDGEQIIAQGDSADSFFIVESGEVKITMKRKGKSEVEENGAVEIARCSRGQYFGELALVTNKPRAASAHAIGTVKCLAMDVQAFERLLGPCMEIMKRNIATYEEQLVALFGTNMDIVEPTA
* hit, by the source's call; / = no result given.

Values run as follows: Arr AP2 block | NSD2 HMT inh | PvdQ acylase | C-LANA FP | SR-BI HDL uptake | Keap1 Nrf2 FP | SR-BI uptake up | DAGLB inhibitor | PKA-R2B act | Cardiac RTF inh
1. CC1CC(C)CN(C(=O)c2nn(C)c3c2CSc2ccccc2-3)C1 (stereo not drawn)
    1 | / | -17 | -1.1 | 17 | -2 | -17 | -5 | -6 | -3
2. C=C(Br)CN1[C@@H](Cc2ccccc2)[C@H](O)[C@@]23C=C[C@@H](C[C@@H]2S1(=O)=O)O3
    8 | / | -1 | 0.8 | -29 | 0 | 29 | -2 | 6 | 0
3. Cn1c(=O)c2c(nc(NCc3ccc4c(c3)OCO4)n2Cc2ccccc2Cl)n(C)c1=O
    30 | 0 | 7 | -1.1 | 4 | -4 | -4 | -2 | 1 | 1
4. Cc1ccccc1OCCCCN1CCCCC1
    -3 | -2 | -7 | 0.0 | -1 | -7 | 1 | -1 | -5 | -10
5. CC(C)C(=O)N1CCN(c2ccccc2NC(=O)c2cccc(Cl)c2)CC1
    -2 | -3 | -1 | -0.3 | 40 | 1 | -40 | -5 | 8 | -9
6. CCCn1c(C)nnc1SCC(=O)NC1CCCCC1
    -16 | -2 | -16 | 1.3 | -14 | 2 | / | 0 | 1 | -2
7. CC(=O)c1ccc(N(C(=O)Cn2nnc(-c3ccccc3)n2)C(C(=O)NC2CCCCC2)c2ccccn2)cc1 (stereo not drawn)
    2 | -4 | 1 | -1.8 | -11 | 5 | 11 | 0 | -6 | 0
8. Cc1ccc(C(=O)O)cc1-c1ccc(/C=C2\SC(=O)N(CC(=O)Nc3ccc4c(c3)OCO4)C2=O)o1
    3 | -1 | 0 | 11 | -12 | 6 | 12 | 4 | -2 | -13
9. CC1(C)Cc2c(sc3nc4n(-c5ccccc5)cnn4c(=O)c23)CO1
    10 | -2 | 3 | -0.2 | -6 | 2 | 6 | -1 | -5 | 2
10. OC1CCCN(c2c3c(nc4cc(-c5cccc(Cl)c5)nn24)CCC3)C1 (stereo not drawn)
    29 | 1 | 4 | 0.9 | 65 | -6 | -65 | -4 | -9 | -4
11. O=C(NC1CCCCC1)C(c1cccnc1)N(C(=O)c1csnn1)C1CCCC1 (stereo not drawn)
    -4 | -3 | -13 | 2.6 | -23 | -4 | 23 | 3 | -2 | -4
12. Cc1ccc2[nH]c(=O)c(CN(CCCN(C)C)C(=S)NCCc3ccccc3)cc2c1
    5 | 13 | -15 | -0.9 | -12 | -5 | 12 | 5 | -7 | 3
13. O=[N+]([O-])c1cccc(-c2cc(C(F)(F)F)n3nc(-c4ccccc4)cc3n2)c1
    6 | -2 | -5 | 0.6 | 21 | -6 | -21 | 1 | 6 | -3
14. CCn1c(-c2ccoc2C)n[nH]c1=S
    3 | -4 | -6 | -0.6 | -29 | 0 | 29 | -1 | 3 | 1
15. CC1(C2CC2)NC(=O)N(CC(=O)NCc2ccc(Cl)cc2Cl)C1=O (stereo not drawn)
    0 | 0 | 4 | 1.1 | -25 | 1 | 25 | -1 | -5 | -6
16. O=C(Nc1ccc(Cl)cc1)C1=Cc2ccccc2OC1
    13 | -5 | -15 | -0.7 | 39 | -3 | -39 | -4 | -4 | -3
17. O=C(CNC(=O)c1ccco1)NCC(c1ccco1)N1CCCCC1 (stereo not drawn)
    -7 | 0 | -17 | -1.3 | -28 | -3 | 28 | 0 | 13 | -1
18. Clc1ccc(COc2cccc(CNCc3ccncc3)c2)cc1
    -16 | 1 | -21 | -1.7 | -29 | -1 | 29 | 1 | -7 | 8
19. CCCC(=O)NCCCc1nc2ccccc2n1C
    32 | / | -19 | 1.5 | -26 | -3 | 26 | 1 | 3 | -8
20. CCN(c1ccccc1)S(=O)(=O)c1ccc(Cl)c(NC(=O)COC(=O)C2CC2C)c1 (stereo not drawn)
    -11 | -1 | -7 | 1.7 | 6 | 3 | -6 | -5 | -4 | -3
21. Cc1cc(C)n(C(=O)CCC(=O)NCc2ccccc2)n1
    -6 | -2 | -6 | 1.2 | 6 | -2 | -6 | -3 | 8 | 3
22. O=C(OCC(=O)N1CCN(C(=O)c2ccco2)CC1)c1cn(-c2ccccc2)nc1-c1ccccc1
    -2 | 0 | -23 | -2.0 | 17 | 0 | -17 | -6 | -1 | -19
23. CC[C@]12c3[nH]c4cc(-c5ccco5)ccc4c3CCN1C(=O)[C@@H](CC(=O)NCC13CC4CC(CC(C4)C1)C3)C[C@@H]2C(=O)N1CCN(C(=O)c2ccco2)CC1
    11 | / | -14 | -1.7 | 0 | -7 | 0 | 9 | -6 | -7
24. Cc1ccc(NC2=CC(=O)CC(c3ccccc3)C2)cc1 (stereo not drawn)
    14 | 0 | -14 | -0.8 | 7 | -3 | -7 | -1 | 1 | -6
25. CC(C)COc1ccc(C2NC(=O)NC2=O)cc1 (stereo not drawn)
    -5 | 5 | -7 | -1.5 | -1 | 1 | 1 | -3 | 1 | -1
26. CN(C)C(=O)CCc1ccc2c3c([nH]c2c1)[C@]1(C)[C@@H](C(=O)N2CCCCC2)C[C@H](CC(=O)NCCC2=CCCCC2)C(=O)N1CC3
    -5 | / | -20 | -2.1 | 1 | -4 | -1 | 0 | -12 | -7
27. CCCN1CCN(C(=O)Cn2ncc3ccccc32)CC1
    10 | / | 0 | 2.5 | -1 | -5 | 1 | 1 | -2 | -7
28. COc1ccc(CC(=O)Nc2c3c(nn2-c2cccc(C)c2C)CS(=O)(=O)C3)cc1
    11 | -11 | -6 | -1.2 | 26 | 0 | -26 | 0 | -4 | -11
29. COc1ccc2[nH]c3c(c2c1)CCN1C(=O)N([C@@H](C)C(=O)NCCc2ccc(OC)c(OC)c2)C(=O)[C@]31C
    5 | / | 16 | 0.3 | 49 | -5 | -49 | -2 | -7 | 8
30. CCC(C)NCCOCCOc1ccc(F)cc1 (stereo not drawn)
    6 | 2 | -21 | 0.1 | 9 | -3 | -9 | 1 | -6 | 7
31. O=C(NCCS(=O)(=O)N1CCN(c2ccccc2)CC1)c1ccc(Br)o1
    0 | -9 | -18 | -0.1 | -4 | -2 | 4 | 1 | -9 | -7
32. COc1ccccc1C1CCN(Cc2cccc3ccccc23)CC1
    -12 | -1 | -7 | -1.9 | 29 | -4 | -29 | -14 | 1 | -6
33. C/C(=C\c1ccccc1)CN1CCC(C(=O)N2CCCCC2)CC1
    5 | 5 | 14 | -0.5 | -56 | 1 | 56 | 0 | -8 | -3
34. N#Cc1ccc(Oc2nc(C#N)cc(-c3ccccc3)n2)cc1
    21 | 0 | -2 | -1.3 | 23 | -3 | -23 | -21 | -6 | -7
35. CCCc1cc(C(=O)NCc2ccc(OC)cc2)no1
    4 | / | -10 | 0.1 | -5 | -3 | 5 | -2 | 0 | -9
36. O=C(CSc1nnc(-c2ccccc2O)o1)N1CCCCC1
    -1 | 0 | -18 | 0.0 | / | -4 | / | 0 | -5 | -5
37. CC1=Nc2ccccc2N=C(NC(=O)CSc2nnnn2-c2ccccc2)C1c1ccccc1 (stereo not drawn)
    -8 | 0 | -5 | -0.9 | -10 | -5 | 10 | -1 | -2 | -6
38. O=C(NCCO)/C(=C\c1ccco1)NC(=O)c1cccs1
    -1 | 1 | -5 | -0.1 | -11 | 1 | 11 | 1 | -6 | 1
39. O=C(Cn1nc(-c2ccc(Cl)cc2)ccc1=O)NCCN1CCOCC1
    -4 | / | -13 | -1.1 | -1 | 3 | 1 | -1 | -14 | -2
40. Cc1ccc(Oc2ncccc2COC(=O)Nc2ccccc2C)cc1
    -26 | -1 | -8 | 0.2 | 12 | 0 | -12 | / | / | /
41. Cc1ccc(S(=O)(=O)NCc2ccccc2)cc1C(=O)N1CCCCCCC1
    -6 | -3 | -14 | -1.5 | -9 | -8 | 9 | -2 | -9 | 8
42. Fc1ccccc1COc1ccc(-c2nnn(Cc3ccccc3F)n2)cc1
    -2 | / | -7 | -1.2 | -9 | -1 | 9 | -13 | 0 | -4
43. CN(C)C(=O)N1CCN(C(=O)N2CCOCC2)CC1
    1 | 0 | 2 | 0.2 | -75 | 1 | 75* | 3 | -3 | 4
44. C=CCn1c(SCC(C)=O)nc2scc(-c3ccc(C)o3)c2c1=O
    18 | 7 | -2 | -0.1 | -16 | -7 | 16 | -3 | 0 | -5
45. O=C(NNc1nc2ccccc2s1)c1ccc(F)cc1
    7 | -5 | -8 | -0.4 | 2 | 3 | -2 | -2 | -13 | -6
46. COc1cccc(C(c2sc3nc(C)nn3c2O)N2CCc3ccccc3C2)c1 (stereo not drawn)
    4 | / | -9 | 0.6 | -35 | -2 | 35 | 0 | -3 | -11
47. O=C(N/N=C/c1cccc(Oc2ccccc2)c1)c1cccc(Br)c1
    6 | / | -7 | -1.7 | 12 | -5 | -12 | -8 | -2 | -1
48. Cc1ccc(NC(=O)C(=O)NN=C2CCCC2)cc1C
    -15 | 2 | -17 | -0.4 | -20 | -1 | 20 | -2 | -9 | -5
49. CCc1ccc(/C([O-])=C(/C(=S)NCCN2CCOCC2)[n+]2ccccc2)cc1
    17 | 4 | 7 | 0.7 | -38 | -2 | 38 | 1 | -2 | -7
50. O=C(Cc1ccc(F)cc1)N/N=C/c1ccc(-c2ccc(Cl)c(C(=O)O)c2)o1
    5 | -1 | -4 | 0.4 | -32 | -5 | 32 | 2 | 3 | -10
51. CCN(CC(=O)NCCCN1CCOCC1)S(=O)(=O)c1cc(Cl)ccc1Cl
    0 | -1 | -10 | 1.5 | / | -5 | / | 4 | 5 | -13
52. COc1ccc(C(C(=O)NC2CCCC2)N(CC2CCCO2)C(=O)Cc2cccs2)cc1OC (stereo not drawn)
    32 | -3 | 5 | 0.8 | -6 | 4 | 6 | -2 | -11 | -3
53. C[C@H](CO)N1C[C@H](C)[C@@H](CN(C)C(=O)NC2CCCCC2)Oc2c(cccc2N(C)C)C1=O
    -6 | / | -3 | -1.5 | -29 | -3 | 29 | 3 | -2 | 5
54. COc1ccc(F)cc1S(=O)(=O)Nc1ccncc1
    17 | 0 | -7 | 2.2 | -15 | 1 | 15 | 0 | 4 | -4
55. O=C(CCc1ccc(O)cc1)NNC(=S)NCCc1ccccc1
    11 | -3 | -11 | 1.3 | 13 | -1 | -13 | 0 | -6 | -4
56. O=C(Nc1ccon1)c1ccccc1Cl
    -3 | -5 | -13 | 0.2 | -41 | -1 | 41 | 0 | -3 | -12
